Compound activity from PubChem BioAssay.
Avidin bead fluor: avidin bead compound fluorescence profile; Avidin beads, compound fluorescence 488/530 nm, flow cytometry; hits give high values; fluorescence (KMESF) at 10 µM; actives 0.38% (n = 220,000); AID 1775; in the data active means fluorescence above about 47; further: inactives centre near 10
Mcl-1 Bim block: inhibitors of Bim-Mcl-1 interaction, human; Bead-based flow cytometry, Bim peptide-Mcl-1 binding; inhibition, % at 10 µM; actives 0.1% (n = 190,000); AID 1009; in the data active means inhibition above about 40%;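 further: 0% = no compound tracer wells and 100% = peptide blocker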
Target sequence (Q07820 whole entry, looked up): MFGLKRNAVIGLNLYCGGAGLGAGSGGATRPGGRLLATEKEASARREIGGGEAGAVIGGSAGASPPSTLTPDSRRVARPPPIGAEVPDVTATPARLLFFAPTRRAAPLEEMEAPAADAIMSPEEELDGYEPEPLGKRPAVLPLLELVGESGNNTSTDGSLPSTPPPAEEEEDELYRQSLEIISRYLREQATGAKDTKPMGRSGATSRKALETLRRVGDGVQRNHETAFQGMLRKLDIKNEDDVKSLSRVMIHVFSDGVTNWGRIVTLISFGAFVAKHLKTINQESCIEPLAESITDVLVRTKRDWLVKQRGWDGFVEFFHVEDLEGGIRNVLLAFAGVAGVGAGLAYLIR
ABCG2 block: blocks JC-1 efflux by human ABCG2 transporter. Q9UNQ0. IgMXP3 cells, flow cytometry. inhibition, % at 6.6 µM. actives 0.1% (n = 190,000). AID 1325;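 active means inhibition above 80%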;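 further: 0% = DMSO and 100% = nicardipine control wells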
Target sequence (Q9UNQ0 whole entry, looked up): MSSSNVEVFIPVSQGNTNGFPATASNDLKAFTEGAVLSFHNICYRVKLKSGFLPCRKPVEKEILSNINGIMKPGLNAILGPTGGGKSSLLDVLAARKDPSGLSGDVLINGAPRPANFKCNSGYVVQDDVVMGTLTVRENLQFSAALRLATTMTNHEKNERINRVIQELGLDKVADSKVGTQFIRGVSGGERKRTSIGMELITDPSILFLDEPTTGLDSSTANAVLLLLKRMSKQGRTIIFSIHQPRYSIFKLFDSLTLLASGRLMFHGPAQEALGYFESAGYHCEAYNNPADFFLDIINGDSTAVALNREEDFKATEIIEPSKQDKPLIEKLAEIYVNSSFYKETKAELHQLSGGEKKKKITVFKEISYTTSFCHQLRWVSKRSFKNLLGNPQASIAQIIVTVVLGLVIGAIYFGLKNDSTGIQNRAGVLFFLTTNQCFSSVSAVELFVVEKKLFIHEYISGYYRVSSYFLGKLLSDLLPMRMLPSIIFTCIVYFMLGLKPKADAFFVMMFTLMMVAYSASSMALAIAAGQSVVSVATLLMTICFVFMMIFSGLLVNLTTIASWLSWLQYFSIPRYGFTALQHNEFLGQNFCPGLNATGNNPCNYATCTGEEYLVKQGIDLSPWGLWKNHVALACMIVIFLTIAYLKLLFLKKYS
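Test system: IgMXP3 cells (ABCG2) mixed with DDAO far-red-labelled CCRF-Adr cells (ABCB1). Reagent: JC-1 transporter substrate. Compound dosing: single test compound dose, 6.6 µM final. Times: 10 min compound exposure, 25 °C. Detection: flow cytometry of retained JC-1 fluorescence. Read-out basis: efflux inhibition in percent versus controls. Controls: nicardipine and DMSO wells.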
ABCB1 inh: inhibitors of human ABCB1 transporter, ABCG2 counter-screen; P08183; AID 1326; actives 0.067% (n = 190,000); CCRF-Adr cells, JC-1 efflux, flow cytometry; inhibition, % at 6.6 µM; in the data active means inhibition above about 40%;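 further: 0% = vehicle and 100% = reference inhibitor; higher value means more JC-1 retained so stronger ABCB1 efflux block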
RGS4-Gao reg: modulates binding of RGS4 to human Galphao | actives 0.33% (n = 220,000) | Multiplexed bead flow cytometry; actives lie on both sides | P09471 | binding response (% of control), % at 10 µM | AID 1415; in the data active means binding response below about 49% or above about 150%; inactive means in between;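 further: fluorescent Galphao activated with aluminum fluoride binding bead-coupled RGS4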
RGS7-Gao: human RGS7-Galphao interaction regulation | binding response (% of control), % at 10 µM | P09471 | actives 0.35% (n = 220,000) | Multiplexed bead flow cytometry, RGS7-Galphao binding; actives lie on both sides; in the data active means binding response below about 49% or above about 150%; inconclusive means no clear call, values can overlap the other calls; inactive means in between;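 further: fluorescent Galphao held in activated GDP-AlF4 state binding bead-coupled RGS7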
RGS8-Gao reg: regulators of human RGS8-Galphao interaction; actives 0.34% (n = 220,000); response (percent of control binding), % at 10 µM; P09471; multiplexed bead flow cytometry, RGS8-Galphao binding; actives lie on both sides; in the data active means response below about 60% or above about 140%; inactive means in between;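 further: Galphao activated as the GDP aluminium fluoride complex binding bead-coupled RGS8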
Mcl1 Bid PPI: disrupts binding of human Mcl-1 to Bid peptide; actives 0.97% (n = 220,000); Q07820; inhibition, % at 21.7 µM; TR-FRET Mcl-1/Bid-Dy647 peptide binding, 1536-well;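 active means compounds that cut the binding signal by more than half at the single screening dose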;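 further: His-tagged Mcl-1 with europium anti-His antibody binding Bid BH3 peptide; 0% = Mcl-1 plus peptide wells and 100% = peptide-only wells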
Pf gametocyte: kills late stage P. falciparum gametocytes. P. falciparum stage V gametocytes, ATP luminescence, 24 h. inhibition, % at 10.9 µM. actives 0.065% (n = 150,000);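 active means inhibition above the mean plus 3 SD of compounds within the control limits, set per campaign, cut at about 38% in these data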;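 further: 0% = DMSO wells and 100% = medium only without gametocytes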
Mcl1 Noxa PPI: disrupts binding of human Mcl-1 to Noxa peptide. TR-FRET Mcl-1/Noxa peptide binding, 2 h. inhibition, % at 21.7 µM. actives 1.5% (n = 220,000);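 active means compounds that cut the protein-peptide binding signal by more than 50% relative to plate controls in a single-dose test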;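 further: His-tagged Mcl-1 with rhodamine Noxa BH3 peptide and terbium anti-His antibody; 0% = Mcl-1 plus Noxa peptide wells and 100% = peptide-only wells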
GSH bead fluor: compound fluoresces at 488/530 nm on GSH beads; GSH beads flow cytometry, compound fluorescence 488/530 nm; hits give high values; fluorescence (KMESF) at 10 µM; actives 0.25% (n = 190,000); AID 1776; in the data active means fluorescence above about 89;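 further: glutathione beads carrying GST-tagged Bcl family fusion proteins plus one bare bead set; values are compound well signal with DMSO vehicle wells as background; inactives centre near 16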
An asterisk follows results filed as active; ? = inconclusive; nt = not tested or not shown.

1. O=C(c1cccc(C(=O)N(c2ccccn2)C2CCCCC2)c1)N(c1ccccn1)C1CCCCC1
2. O=[N+]([O-])c1ccc([C@H](O)[C@H](CO)N=Cc2ccccc2O)cc1
3. COc1ccc(N(CC(=O)Nc2ccc3c(c2)OCCO3)S(=O)(=O)c2cccnc2)cc1
4. O=C1N(Cc2cccnc2)C[C@@H]2C[C@@H](c3cccc(Oc4ccccc4)c3)N3CCC[C@@]123
5. O=C(NNC(=O)c1cnccn1)c1ccc(Cl)cc1
6. CCOC(=O)C1(Cc2cccc(OC)c2)CCN(Cc2ccc(OC)c(OC)c2)CC1
screen / no.	1	2	3	4	5	6
Avidin bead fluor	9	36	5	3	7	10
Mcl-1 Bim block	-2	-1	-1	nt	nt	3
ABCG2 block	2	4	1	nt	nt	1
ABCB1 inh	2.0	1.1	0.2	nt	nt	4.8
RGS4-Gao reg	99	100	102	77	97	100
RGS7-Gao	?	97	99	?	?	105
RGS8-Gao reg	99	100	99	87	99	103
Mcl1 Bid PPI	-27	-11	-19	-27	-31	-5
Pf gametocyte	16	nt	nt	-6	-11	7
Mcl1 Noxa PPI	9	10	12	-22	-21	19
GSH bead fluor	15	25	27	nt	nt	28

Overlap with the part before: 2 compounds, then new ones.
5. O=C(NNC(=O)c1cnccn1)c1ccc(Cl)cc1
6. CCOC(=O)C1(Cc2cccc(OC)c2)CCN(Cc2ccc(OC)c(OC)c2)CC1
7. COc1ccc(O)c(C=Nc2cc(NC(C)=O)c(Cl)cc2Cl)c1
8. Cc1cc(NN)nc(NS(=O)(=O)c2ccccc2)n1
9. Cc1cccc(OCC(=O)N/N=C/c2cccn2C)c1
10. COC(=O)C1=C(C)Nc2ncnn2C1c1ccc(C)o1 (centres undefined)
11. CCOc1ccc(C(=O)Nc2ccc(Cl)cn2)cc1Cl
12. CCNC(=O)NC(=O)C(C)OC(=O)CNS(=O)(=O)c1c(Cl)cc(Br)cc1Cl (centres undefined)
screen / no.	5	6	7	8	9	10	11	12
Avidin bead fluor	7	10	15	14	7	5	8	12
Mcl-1 Bim block	nt	3	-6	0	nt	2	0	-2
ABCG2 block	nt	1	-1	-1	nt	-3	1	-2
ABCB1 inh	nt	4.8	-0.3	-0.1	nt	-3.1	-0.1	-0.8
RGS4-Gao reg	97	100	105	101	102	98	98	104
RGS7-Gao	?	105	106	104	?	98	98	100
RGS8-Gao reg	99	103	102	107	100	91	100	103
Mcl1 Bid PPI	-31	-5	-57	-52	-39	-27	-15	-13
Pf gametocyte	-11	7	22	4	-15	nt	nt	9
Mcl1 Noxa PPI	-21	19	6	2	0	14	-37	5
GSH bead fluor	nt	28	13	14	nt	18	56	12

Values in list order from the entries so far.
GSH bead fluor for nos. 7 to 11 → 13, 14, nt, 18, 56

Further structures
13. COc1ccc(C(=O)/C(=C\c2ccco2)N2C=CC=CC2=C(C#N)C#N)cc1
14. CN(C)/C=C1\C(=O)Nc2ccccc21
15. N#Cc1ccc(CSc2nnc(-c3cnccn3)o2)cc1
16. Cc1nc(SCc2ccccc2)nc2c1CCC2
17. COc1ccc(CCNc2ccc(N3C(=O)CC(C)C3=O)cc2[N+](=O)[O-])cc1OC (centres undefined)
18. CCC(NC(=O)CCl)c1ccc(C)cc1 (centres undefined)
screen / no.	13	14	15	16	17	18
Avidin bead fluor	33	8	15	5	9	13
Mcl-1 Bim block	-6	2	0	-1	-1	-3
ABCG2 block	0	4	1	7	10	72
ABCB1 inh	0.1	0.6	0.4	0.1	2.0	6.1
RGS4-Gao reg	101	101	100	102	101	99
RGS7-Gao	101	99	99	97	102	97
RGS8-Gao reg	98	99	99	101	100	104
Mcl1 Bid PPI	-21	-95	-3	-29	-9	-34
Pf gametocyte	nt	-32	nt	-9	-10	8
Mcl1 Noxa PPI	-1	8	7	1	6	7
GSH bead fluor	19	15	23	20	15	25

19. COc1ccc(OCC(O)CN(CCO)CC(O)Cn2ccc3ccccc32)cc1 (centres undefined)
20. COc1ccccc1NS(=O)(=O)c1cc(NC(=S)NCCN2CCOCC2)ccc1N1CCOCC1
21. Cc1c(Br)c([N+](=O)[O-])nn1CCCC(=O)N1CCN(c2ccccc2)CC1
22. COc1ccc(-c2cnc3n2CCCCC3)cc1
23. COc1ccccc1-c1ccc(SCC(=O)N2CCOCC2)nn1
24. CCC(CC)c1nnc(NC(=O)c2cc(C(=O)OC)cc([N+](=O)[O-])c2)s1
screen / no.	19	20	21	22	23	24
Avidin bead fluor	3	2	15	3	21	9
Mcl-1 Bim block	-4	-19	-3	nt	0	-6
ABCG2 block	3	1	66	nt	2	1
ABCB1 inh	0.9	0.3	2.3	nt	0.6	0.5
RGS4-Gao reg	93	103	97	86	101	96
RGS7-Gao	93	126	99	?	103	101
RGS8-Gao reg	96	96	101	91	105	101
Mcl1 Bid PPI	-45	-68	-40	-29	-2	1
Pf gametocyte	9	-7	16	-4	6	-2
Mcl1 Noxa PPI	15	18	4	9	-4	23
GSH bead fluor	6	5	12	nt	12	27

25. COc1ccc(-c2c3c([nH]c(=S)c2C#N)CCC3)cc1
26. CC1(C)CC(=O)C(C=NCCN2CCN(C3CC(=O)N(c4ccc(F)cc4)C3=O)CC2)=C(O)C1 (centres undefined)
27. COCCN(Cc1cc2cc(C)ccc2n2nnnc12)C(=S)Nc1ccc(C)cc1
28. COC(=O)C1CCN(C(=O)c2sc3nc(-c4ccccc4)cn3c2C)CC1
29. Cc1nc(NC(=O)/C=C/c2ccc(C(C)(C)C)cc2)sc1C(=O)N(C)C
30. Cc1ccc(N2C(=O)[C@@H]3[C@H](C2=O)[C@H]2C=CC=NN2[C@@H]3C(=O)Nc2ccccc2)cc1
screen / no.	25	26	27	28	29	30
Avidin bead fluor	9	11	4	5	8	7
Mcl-1 Bim block	-6	1	-2	1	-4	nt
ABCG2 block	1	4	0	0	11	nt
ABCB1 inh	0.1	0.1	-0.1	-1.1	0.9	nt
RGS4-Gao reg	104	100	101	99	95	104
RGS7-Gao	110	99	101	100	92	?
RGS8-Gao reg	94	99	100	101	89	101
Mcl1 Bid PPI	-40	-26	-88	-5	-1	-31
Pf gametocyte	nt	6	nt	22	-1	-25
Mcl1 Noxa PPI	34	9	-123	11	-2	18
GSH bead fluor	24	10	23	36	4	nt

31. O=C(Nc1cccc(-c2nnc(-c3ccco3)o2)c1)C(c1ccccc1)c1ccccc1
32. Cc1ccc(-c2onc3ccc(C4(C)OCCO4)cc23)cc1
33. O=C(CSc1nnc(-c2ccccc2)n1Cc1ccco1)Nc1ccc2c(c1)OCCO2
34. CC1=NN(C(C#N)c2ccccc2O)C(C)(C)C1 (centres undefined)
35. COc1ccc(S(=O)(=O)Nc2ccc3c(c2)OCO3)cc1Cl
36. CCn1c(-c2ccccc2O)n[nH]c1=S
screen / no.	31	32	33	34	35	36
Avidin bead fluor	8	5	14	11	9	14
Mcl-1 Bim block	-4	0	-1	-2	0	0
ABCG2 block	7	3	6	1	0	0
ABCB1 inh	2.1	0.3	1.4	0.5	0.2	-0.1
RGS4-Gao reg	99	102	83	99	99	96
RGS7-Gao	100	103	95	100	96	106
RGS8-Gao reg	101	100	91	102	97	107
Mcl1 Bid PPI	-38	-1	-4	-56	-24	-99
Pf gametocyte	nt	nt	-12	-1	nt	nt
Mcl1 Noxa PPI	nt	-6	-2	5	18	16
GSH bead fluor	28	54	9	24	28	13

37. COc1ccc(-n2nc(C(=O)O)c3ccccc3c2=O)c(OC)c1
38. Cc1ccc(C)c(-n2c(-c3cccnc3)n[nH]c2=S)c1
39. NNC(=S)Nc1ccc(Cl)cc1
40. COc1ccc(NC(=O)CN(c2ccccc2)S(=O)(=O)c2ccccc2)c(OC)c1
41. O=C(NC1CC1)c1cccc(Br)c1
42. COc1ccc(CNC(=O)C2CCN(S(=O)(=O)c3c(C)n[nH]c3C)CC2)cc1
screen / no.	37	38	39	40	41	42
Avidin bead fluor	5	8	9	18	4	23
Mcl-1 Bim block	0	-5	-4	nt	-1	0
ABCG2 block	0	1	-9	nt	1	5
ABCB1 inh	0.2	0.0	-2.1	nt	0.2	1.8
RGS4-Gao reg	101	99	100	123	103	92
RGS7-Gao	101	?	99	?	102	95
RGS8-Gao reg	99	90	100	105	103	100
Mcl1 Bid PPI	24	-44	-36	9	-4	-38
Pf gametocyte	-2	nt	-17	-3	-3	-1
Mcl1 Noxa PPI	21	18	9	-6	-8	6
GSH bead fluor	46	13	15	nt	6	8

Structures listed so far with a cyano group:
13. COc1ccc(C(=O)/C(=C\c2ccco2)N2C=CC=CC2=C(C#N)C#N)cc1
15. N#Cc1ccc(CSc2nnc(-c3cnccn3)o2)cc1
25. COc1ccc(-c2c3c([nH]c(=S)c2C#N)CCC3)cc1
34. CC1=NN(C(C#N)c2ccccc2O)C(C)(C)C1 (centres undefined)
screen / no.	13	15	25	34
Avidin bead fluor	33	15	9	11
Mcl-1 Bim block	-6	0	-6	-2
ABCG2 block	0	1	1	1
ABCB1 inh	0.1	0.4	0.1	0.5
RGS4-Gao reg	101	100	104	99
RGS7-Gao	101	99	110	100
RGS8-Gao reg	98	99	94	102
Mcl1 Bid PPI	-21	-3	-40	-56
Pf gametocyte	nt	nt	nt	-1
Mcl1 Noxa PPI	-1	7	34	5
GSH bead fluor	19	23	24	24

(continued)
43. CCc1c(C#N)sc(C(N)=O)c1CC
44. CCN(CCCc1ccccc1)CCCc1ccccc1
45. CCOc1ccc(OCC)c(NC(=O)CSc2nnnn2CC)c1
46. O=S(=O)(Nc1cccc2ncccc12)c1cccs1
47. C=CCNC(=S)N/N=C/c1cccc([N+](=O)[O-])c1
48. O=C(Nc1ccc(-c2nc3ccccc3[nH]2)cc1)c1ccccc1NS(=O)(=O)c1ccc(F)cc1
screen / no.	43	44	45	46	47	48
Avidin bead fluor	7	7	24	11	21	3
Mcl-1 Bim block	nt	0	-2	-3	-1	-20
ABCG2 block	nt	8	4	12	4	-6
ABCB1 inh	nt	2.1	0.6	1.4	1.2	-1.0
RGS4-Gao reg	106	97	103	102	101	102
RGS7-Gao	?	97	103	98	98	102
RGS8-Gao reg	104	95	102	98	100	103
Mcl1 Bid PPI	-36	14	9	-137	-37	1
Pf gametocyte	-7	nt	nt	nt	-1	nt
Mcl1 Noxa PPI	-10	12	20	-60	0	16
GSH bead fluor	nt	21	20	24	12	17

49. Cn1cnnc1SCc1nnc(-c2ccccc2Br)o1
50. Cn1c(Cc2ccccc2)nnc1SCC(=O)N1CCN(c2ccccc2)CC1
51. COc1ccc2nc(NC(=O)CSc3nnc(C)s3)sc2c1
52. CCCNC(=O)Nc1ccccc1C(=O)Nc1ccc(OC)cc1
screen / no.	49	50	51	52
Avidin bead fluor	36	27	40	8
Mcl-1 Bim block	2	-1	0	0
ABCG2 block	1	0	-1	6
ABCB1 inh	0.6	0.5	-0.4	0.5
RGS4-Gao reg	102	101	104	97
RGS7-Gao	101	99	104	96
RGS8-Gao reg	101	101	101	101
Mcl1 Bid PPI	-16	-31	6	-4
Pf gametocyte	-29	1	5	nt
Mcl1 Noxa PPI	15	-3	-9	2
GSH bead fluor	17	17	12	57
